Growth percent in the NCI-60 one-dose screen (48 h, 10 µM unless noted): 100 = growth as untreated, 0 = no growth, -100 = all killed.
SK-MEL-2 = SK-MEL-2 melanoma; 77,000 compounds, 4.7% hits
LOX IMVI = LOX IMVI melanoma; 79,000 compounds, 7.4% hits; AID 1794757
UACC-62 = UACC-62 melanoma; 81,000 compounds, 5.4% hits
SK-MEL-28 = SK-MEL-28 melanoma; 81,000 compounds, 4.1% hits
SK-MEL-5 = SK-MEL-5 melanoma | 80,000 compounds, 6.4% hits
MDA-MB-435 = MDA-MB-435 melanoma; 82,000 compounds, 7.8% hits; AID 1794794
MALME-3M = MALME-3M melanoma. 78,000 compounds, 5.8% hits. AID 1794766
UACC-257 = UACC-257 melanoma | 78,000 compounds, 4.4% hits
Active calls of the source: *; . = not tested or not shown; & = joins results of further samples. How the source made its calls: active means growth percent below 10; inactive means the rest.

Each structure is followed by: SK-MEL-2 | LOX IMVI | UACC-62 | SK-MEL-28 | SK-MEL-5 | MDA-MB-435 | MALME-3M | UACC-257
1) COc1ccc2c(c1)O/C(=C/c1ccc(OCC(=O)Nc3ccccc3OC)cc1)C2=O
  92 | 100 | 83 | 105 | 87 | 101 | 103 | 88
2) COC(=O)c1[nH]c(=O)c(C#N)c(C(=O)OC)c1C(=O)c1ccccc1
  114 | 90 | 89 | 101 | 100 | 100 | 97 | 86
3) O=C(O)CCn1c2ccccc2c2ccccc21
  109 | 99 | 97 | 111 | 107 | 118 | 110 | 109
4) C=C(C)[C@@H]1CC[C@]2(C(=O)N3CCN(C)CC3)CC[C@]3(C)[C@H](CC[C@@H]4[C@@]5(C)CC[C@H](OCCC#N)C(C)(C)[C@@H]5CC[C@]43C)[C@@H]12
  98 | 54 | 110 | 112 | 95 | 107 | 118 | 107
5) Cc1cc(=O)[nH]c2c1sc(=O)n2CCC(=O)O
  114 | 98 | 100 | 114 | 101 | 109 | 102 | 109
6) CC(C)CN1CC(C)C(=O)N(c2ccccc2)C1=O (configuration not stated)
  128 | 97 | 97 | 114 | 112 | 108 | 119 | 105
7) O=C(CSc1nc2c(c(=O)[nH]1)CCCC2)NNC(=O)c1ccccc1
  117 | 106 | 102 | 111 | 105 | 104 | 101 | 106
8) Oc1ccccc1-c1nnc(COc2ccc(Cl)cc2Cl)o1
  38 | 26 | 25 | 69 | 32 | 64 | 68 | 59
9) Cc1cccc2c3c(sc12)C(c1ccc(F)cc1)C(C#N)=C(N)O3 (configuration not stated)
  50 | 9.9* | 25 | 62 | -3.3* | . | 74 | 68
10) C=C1C(=O)O[C@H]2[C@H]1CC/C(COC(=O)NCc1ccc(Cn3c(=O)sn(-c4ccc(I)cc4)c3=O)cc1)=C\CC[C@@]1(C)O[C@@H]21
  90 | 69 | 81 | 94 | 98 | 81 | 82 | 76
11) O=C(Nc1ccc(I)cc1F)c1cc(Cl)ccc1O
  -31* | 0.1* | -19* | -4.2* | . | -2.9* | -29* | -18*
12) OCC1OC(n2cnc3c(Cl)ncnc32)CC1O (configuration not stated)
  108 | . | 101 | 110 | 106 | 104 | 98 | 110
13) O=c1[nH]cnc2c1ncn2C1OC(CO)CC1F (configuration not stated)
  . | 99 | 101 | 105 | 101 | 104 | 102 | .
14) COc1ccc(/C=N\NC(=O)N/N=C/c2ccc(OC)c(OC)c2)cc1OC
  118&113 | 97&101 | 91&86 | 117&112 | 93&96 | 107 | 109&95 | 121&91
15) O=C1NN=C2CCCCCCCCCCC12 (configuration not stated)
  100 | 97 | 104 | 115 | 103 | 102 | 94 | 94
16) CCCCCC/C=C\CCCCCCCCOc1ccc(CCOP(=O)(O)OCC[N+](C)(C)C)cc1
  91 | 81 | 71 | 96 | 85 | 100 | 103 | .
17) O=C(C[P+](c1ccccc1)(c1ccccc1)c1ccccc1)c1ccc([N+](=O)[O-])cc1
  89 | 69 | 65 | 105 | 91 | 98 | 86 | 98
18) O=c1[nH]c(=O)c2ncn(C3OC(CO)C(O)C3O)c2[nH]1 (configuration not stated)
  88 | 95 | 100 | 107 | 98 | 106 | 93 | 95
19) NC(=O)C1(NC2CCCCC2)CCNCC1
  103 | 97 | 115 | 109 | 115 | 104 | 104 | 100
20) CCCCS(=O)(=O)NC(=O)Nc1ccccc1
  103 | 102 | 98 | 113 | 105 | 100 | 107 | 97
21) NS(=O)(=O)c1ccc(CCn2c(SCC(=O)N/N=C/c3c(Cl)cccc3Cl)nc3ccccc3c2=O)cc1
  111 | 100 | 89 | 108 | 90 | 101 | 93 | 106
22) C[C@@H](C[C@H](CCOC(=O)N(C)C)c1ccccc1)c1ccc2ccccc2c1
  100 | 100 | 80 | 114 | 100 | 101 | 103 | 90
23) Cc1nc(Cl)nc(Cl)c1COS(C)(=O)=O
  98 | 101 | 94 | 109 | 105 | 110 | . | 102
24) C#CCOc1cc(N(CC)CC)ccc1C(C(=O)NC(C)(C)C)N(C(=O)C1CCc2cc(F)ccc2O1)c1cc(C)cc(C)c1 (configuration not stated)
  -15* | 33 | 34 | 63 | 45 | 47 | 59 | 43
25) CCCCOc1ccc(/C=N/NC(N)=S)cc1
  85 | 94 | 75 | 96 | 96 | 85 | 90 | 78
26) COc1cc(-c2nc3ccc(/C=C/C(=O)c4cc(OC)c(OC)c(OC)c4)cc3s2)ccc1F
  . | 88 | 84 | 120 | 90 | 83 | 92 | 90
27) O=C(C[n+]1ccccc1Cl)c1ccc2c(c1)CCCC2
  103 | 101 | 106 | 105 | 98 | 92 | 82 | 101
28) COc1ccc(NS(=O)(=O)c2ccc(NC3=C(Cl)C(=O)c4ncccc4C3=O)cc2)nn1
  103 | 95 | 95 | 127 | 101 | 107 | 102 | 99
29) NS(=O)(=O)c1cccc(N/C=C/C(=O)c2ccc(F)cc2)c1
  109 | 106 | 93 | 107 | 99 | 105 | 107 | 111
30) CCN(Cc1ccncc1)C(=O)C(CO)c1ccccc1 (configuration not stated)
  111 | 94 | . | 106 | 102 | 103 | 100 | 108

An excerpt of these results, in transposed form.
#25 CCCCOc1ccc(/C=N/NC(N)=S)cc1
#26 COc1cc(-c2nc3ccc(/C=C/C(=O)c4cc(OC)c(OC)c(OC)c4)cc3s2)ccc1F

assay / entry,25,26
SK-MEL-2,85,.
LOX IMVI,94,88
UACC-62,75,84
SK-MEL-28,96,120
SK-MEL-5,96,90
MDA-MB-435,85,83
MALME-3M,90,92
UACC-257,78,90

Just SK-MEL-2 (four entries from above):
no.	SMILES	SK-MEL-2
5	Cc1cc(=O)[nH]c2c1sc(=O)n2CCC(=O)O	114
6	CC(C)CN1CC(C)C(=O)N(c2ccccc2)C1=O (configuration not stated)	128
7	O=C(CSc1nc2c(c(=O)[nH]1)CCCC2)NNC(=O)c1ccccc1	117
8	Oc1ccccc1-c1nnc(COc2ccc(Cl)cc2Cl)o1	38

New compounds follow
Each structure is followed by: SK-MEL-2 | LOX IMVI | UACC-62 | SK-MEL-28 | SK-MEL-5 | MDA-MB-435 | MALME-3M | UACC-257
31) O=C(CCCN1CCN(c2ccccn2)CC1)c1ccc(F)cc1
  101&98 | 102&102 | 98&103 | 115&104 | 107&100 | 116&106 | 105&101 | 123&94
32) Oc1ccc2ccccc2c1C1NN=C(c2ccccc2)S1 (configuration not stated)
  . | 14 | . | 23 | 12 | 29 | . | -6.8*
33) COc1ccc(-c2cc(C(=O)N=Nc3c(O)[nH]c4ccc(Cl)cc34)c3ccccc3n2)cc1
  63 | -30* | 73 | -6.3* | 93 | 44 | 90 | 106
34) CC(C)Cc1ccc(C(C)C(=O)OCc2ccc(Cn3c(=O)sn(-c4ccc(Cl)cc4)c3=O)cc2)cc1 (configuration not stated)
  105 | 94 | 95 | 110 | . | 107 | 91 | 95
35) C/C(=C\CCc1ccoc1)CC/C=C(\C)CCCN1CCN(CCO)CC1
  . | . | 100 | 107 | . | 92 | 106 | 93
36) CC1NC(=O)NC1CCCCCC(=O)O (configuration not stated)
  103 | 93 | 97 | 115 | 102 | 117 | 106 | 87
37) O=C(Nc1ccc(S(=O)(=O)O)cc1)c1ccc(N=Nc2cc(S(=O)(=O)O)c3ccccc3c2O)cc1
  102 | 94 | 98 | 118 | 105 | 107 | 99 | 106
38) O=C(Cc1ccc(/C=C/C(=O)c2ncccn2)cc1)Nc1ccc(F)cc1
  98 | 95 | 89 | 102 | . | 100 | 93 | 109
39) Cc1nnc2c3ccccc3c(=O)c3ccccc3n12
  93 | 92 | 78 | 109 | 85 | 90 | 84 | 86
40) O=C1NC(=C(Cl)Cl)/C(=N/S(=O)(=O)N2CCCCC2CC2(C(F)(F)F)N=N2)N1 (configuration not stated)
  -4.5* | . | 38 | 7.8* | 95 | 42 | -71* | 83
41) Oc1c(C(c2ccccc2)N2CCCCC2)ccc2ccccc12 (configuration not stated)
  105 | 98 | 110 | 108 | 99 | 101 | 124 | 102
42) C[C@@H]1C=C(I)[C@@]2(CCCO)c3cccc4[nH]cc(c34)[C@@H]12
  95 | 99 | 78 | 94 | 93 | 94 | 89 | 99
43) COC1=CC(=O)c2c(O)c3c(c(O)c2C1=O)CC(C)(O)OC3 (configuration not stated)
  -6.4* | 11 | -14* | . | -92* | -95* | -97* | 5.5*
44) CC(=O)Nc1c(Cl)cc(Cl)c2c1Cc1cc(Cl)ccc1-2
  93 | 87 | 95 | 105 | 99 | 103 | . | 101
45) CCOC(=O)c1c2c(c(-c3ccc(OC)cc3)n1Cc1ccccc1)CCCc1cnoc1-2
  87 | 88 | 80 | 101 | 97 | 98 | 106 | 97
46) O=C1C=CC(Nc2ccc(Cl)c(Cl)c2)C1Nc1ccc(Cl)c(Cl)c1 (configuration not stated)
  98 | 64 | 54 | 96 | 89 | 89 | 93 | 89
47) C1C2CC3C1C3/C2=N\N=C1/C2CC3C(C2)C13
  110 | 90 | 98 | 99 | 97 | 99 | 118 | 98
48) O=C(Nc1cc(Cl)ccc1Cl)c1ccc(S(=O)(=O)NCc2ccco2)cc1
  93 | 88 | 98 | 119 | 95 | 114 | 127 | .
49) N#C/C(Sc1nc2sc3c(c2c(=O)n1Cc1ccccc1)CCCC3)=C1/SC=C(c2ccc(Cl)cc2)N1c1ccccc1
  106 | 82 | 90 | 109 | 96 | 109 | 90 | 108
50) O=C(Nc1ccc(-n2cc(-c3ccncc3)c(-c3ccc(Cl)c(O)c3)n2)cc1)c1ccc(Cl)c(C(F)(F)F)c1
  . | -5.2* | -3.1* | -38* | -97* | 4.0* | -27* | 31
51) COc1cc(NCC(=O)Nc2cc(Nc3ccc(C)cc3)ncn2)c(Cl)c(OC)c1Cl
  103 | 84 | 75 | 107 | 92 | 102 | 111 | 89
52) OC(CN(Cc1ccccc1)C1CCCCC1)c1ccc(Cl)cc1 (configuration not stated)
  122 | 74 | 93 | 105 | 109 | 82 | 92 | 78
53) O=C1NC(=O)/C(=C/C=C/c2ccccc2)S1
  -6.3* | 16 | 1.3* | 85 | 25 | 50 | 60 | 45
54) N#Cc1c(NCc2ccccc2Br)sc2c1CCCC2
  123 | 104 | 84 | 113 | 100 | 109 | 98 | 113
55) CC1=Nc2cc(C)c(C)cc2NC(=O)C1
  93 | 109 | 113 | 114 | 104 | 108 | 122 | 103
56) COC(=O)C1=C(O)CON(c2ccccc2)[C@H]1c1ccccc1
  121 | 102 | 95 | 101 | 102 | 104 | 104 | 96
57) C(=N\OCc1ccccc1)/c1ccccn1
  116 | 104 | 92 | 103 | 104 | 98 | 105 | 104
58) CCOC(=O)C1=C(C)N=C2SC=C(c3ccccc3)N2[C@H]1c1cn(-c2ccccc2)nc1-c1ccc(F)cc1
  105 | 91 | 75 | 108 | 95 | 94 | 111 | .

Individual results from the entries so far.
C[C@@H]1C=C(I)[C@@]2(CCCO)c3cccc4[nH]cc(c34)[C@@H]12 in UACC-62 shows 78
O=C(Nc1cc(Cl)ccc1Cl)c1ccc(S(=O)(=O)NCc2ccco2)cc1 in MDA-MB-435 shows 114
OC(CN(Cc1ccccc1)C1CCCCC1)c1ccc(Cl)cc1 (configuration not stated) in MALME-3M shows 92
O=C1NC(=O)/C(=C/C=C/c2ccccc2)S1 in SK-MEL-2 shows -6.3*
COC1=CC(=O)c2c(O)c3c(c(O)c2C1=O)CC(C)(O)OC3 (configuration not stated) in SK-MEL-5 shows -92*
O=C(Cc1ccc(/C=C/C(=O)c2ncccn2)cc1)Nc1ccc(F)cc1 in SK-MEL-28 shows 102
CC(=O)Nc1c(Cl)cc(Cl)c2c1Cc1cc(Cl)ccc1-2 in MDA-MB-435 shows 103
